OTUD3 inh: inhibitors of human OTUD3 deubiquitinase | Q5T2D3 | inhibition, % at 25 µM | purified OTUD3, Ub-rhodamine fluorescence, 2 h | hit rate 0.7% among 47,000 | AID 1645858
USP30 block: human USP30 deubiquitinase inhibition | Q70CQ3 | purified USP30, Ub-rhodamine cleavage fluorescence | inhibition, % at 25 µM | hit rate 5.3% among 47,000 | AID 1645860
UCHL1 block: inhibitors of human UCHL1 deubiquitinase. P09936. purified UCHL1, Ub-rhodamine cleavage fluorescence. inhibition, % at 20 µM. hit rate 0.2% among 47,000
USP17 inh: inhibitors of human USP17 deubiquitinase; purified USP17, Ub-rhodamine cleavage fluorescence, 3 h; hit rate 6.5% among 47,000; inhibition, % at 50 µM
USP10 block: human USP10 deubiquitinase inhibition; inhibition, % at 20 µM; hit rate 1.1% among 47,000; Q14694; purified USP10, Ub-rhodamine fluorescence, 60 min
USP28 block: inhibitors of human USP28 deubiquitinase. Q96RU2. purified USP28, Ub-rhodamine cleavage fluorescence, 30 min. inhibition, % at 25 µM. hit rate 3% among 47,000
USP8 inh: blocks human USP8 ubiquitin-rhodamine cleavage; P40818; purified USP8, Ub-rhodamine cleavage fluorescence, 30 min; inhibition, % at 20 µM; hit rate 4.2% among 47,000; AID 1645853
USP7 block: inhibitors of human USP7 deubiquitinase; purified USP7, Ub-rhodamine cleavage fluorescence; inhibition, % at 20 µM; hit rate 0.3% among 47,000; AID 1645854
Target sequence (Q93009 whole entry, looked up): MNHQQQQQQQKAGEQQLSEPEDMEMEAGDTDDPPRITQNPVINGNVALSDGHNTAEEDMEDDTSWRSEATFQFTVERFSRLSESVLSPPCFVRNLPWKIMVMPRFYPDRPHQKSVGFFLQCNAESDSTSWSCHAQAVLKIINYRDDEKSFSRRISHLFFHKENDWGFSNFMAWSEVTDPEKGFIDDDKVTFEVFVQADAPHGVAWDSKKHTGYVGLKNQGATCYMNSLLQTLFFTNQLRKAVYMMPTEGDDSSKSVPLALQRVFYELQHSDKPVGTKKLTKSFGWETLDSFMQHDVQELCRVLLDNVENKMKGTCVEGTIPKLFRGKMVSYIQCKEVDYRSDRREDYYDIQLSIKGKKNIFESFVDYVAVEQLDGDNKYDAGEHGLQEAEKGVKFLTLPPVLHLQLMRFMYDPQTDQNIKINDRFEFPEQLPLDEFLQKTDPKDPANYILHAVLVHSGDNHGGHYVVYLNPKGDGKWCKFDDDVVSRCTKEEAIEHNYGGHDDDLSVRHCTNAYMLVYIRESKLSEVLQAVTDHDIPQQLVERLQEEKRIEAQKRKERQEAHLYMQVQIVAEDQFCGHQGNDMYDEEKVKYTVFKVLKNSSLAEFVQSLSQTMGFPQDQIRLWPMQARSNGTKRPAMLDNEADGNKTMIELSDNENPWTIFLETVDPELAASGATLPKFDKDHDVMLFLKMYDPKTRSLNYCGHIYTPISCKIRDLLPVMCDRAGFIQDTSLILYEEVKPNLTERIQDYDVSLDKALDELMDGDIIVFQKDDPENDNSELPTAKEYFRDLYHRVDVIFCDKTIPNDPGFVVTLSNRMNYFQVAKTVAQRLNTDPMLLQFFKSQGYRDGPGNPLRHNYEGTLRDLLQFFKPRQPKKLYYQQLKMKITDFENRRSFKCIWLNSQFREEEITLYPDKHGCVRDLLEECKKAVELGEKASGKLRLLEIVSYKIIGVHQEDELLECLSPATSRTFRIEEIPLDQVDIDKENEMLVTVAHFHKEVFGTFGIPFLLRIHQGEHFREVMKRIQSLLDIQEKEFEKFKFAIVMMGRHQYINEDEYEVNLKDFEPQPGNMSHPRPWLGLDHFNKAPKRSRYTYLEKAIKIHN
An asterisk follows results filed as active; i = inactive; . = not tested or not shown. Rule as the data show it: active = inhibition above about 30%; inactive = the rest.

SMILES	OTUD3 inh	USP30 block	UCHL1 block	USP17 inh	USP10 block	USP28 block	USP8 inh	USP7 block
Cc1cccc(Nc2c(-c3nc(C)no3)cnc3nc(C)ccc23)c1	-3.8	9.2	-6.5	2.4	-8.8	21.7	-3.1	-5.3
O=C(Nc1cccnc1)C1Cn2ccnc2C2(CCN(c3ncccn3)CC2)O1 (stereo not given)	-53.8	-281.5	-17.5	-75.1	-14.3	-63.9	-134.5	-29.5
CC(C)n1c(SCC(=O)Nc2ccc(N3CCOCC3)cc2)nnc1-c1ccco1	0.9	-9.0	-2.0	.	-0.1	-3.9	-0.6	-2.0
O=C(Nc1cnn(-c2ncc(N3CCCC3)cn2)c1)c1ccccn1	-55.6	-202.5	-0.8	-18.2	-2.4	-30.8	-229.4	0.1
Cc1ccc(CNC(=O)Cc2nnc(-c3ccc4ncccc4c3)o2)cc1	-8.9	-114.6	-5.9	31.2*	-4.7	10.8	28.6	-0.4
Cn1cccc1C(=O)N1CCOC2(CCCN(c3ncc(F)cn3)C2)C1 (stereo not given)	5.9	11.4	-0.1	5.5	4.4	-1.4	11.1	0.0
CCC(C)N1CNc2c(c(=O)[nH]c(=O)n2Cc2ccco2)C1 (stereo not given)	13.3	39.1*	29.3	.	30.5*	-3.8	7.8	11.9
COc1ccc(C2C(C(N)=O)=C(C)Nc3nc(SCc4ccccc4)nn32)cc1 (stereo not given)	0.0	-42.5	1.1	-7.3	1.8	-8.2	9.0	5.8
Cc1noc2nc(C)n(Cc3cccc(Cl)c3)c(=O)c12	-6.5	-6.3	0.4	-11.9	-0.8	6.0	-0.2	-7.1
COCCOC(=O)C1=C(C)Nc2nc3ccccc3n2C1c1cc(OC)c(OC)c(OC)c1 (stereo not given)	6.1	6.9	1.8	33.8*	-1.1	1.9	4.3	1.5
OCC1CCN(Cc2ccc(N3CCN(Cc4c[nH]c5ccc(Cl)cc45)CC3)nc2)CC1	-13.2	-21.5	-0.5	-30.5	-5.3	-10.8	-88.7	-5.8
O=C(Nc1ccc(C(=O)N2CCCC2)cc1)c1cc(Cl)ccc1-n1cnnn1	10.1	14.6	1.8	27.3	-0.4	3.2	21.5	0.0
CC1CN(S(=O)(=O)c2cccc(Cl)c2)Cc2ccccc2N1C (stereo not given)	-2.5	0.7	-1.3	-8.9	6.2	-7.0	-2.9	4.8
O=C(Cc1c[nH]c2ccccc12)N1CCc2c(nc(-c3ccc(F)cc3)[nH]c2=O)C1	-4.3	-20.5	-0.9	2.4	-2.4	-5.9	-15.8	-15.8
O=c1cc(-c2ccncc2)o[nH]1	8.7	1.2	0.4	-9.5	-4.0	-9.4	-71.4	5.0
Cc1ccc(C(=O)N2CCCC3(CCCC(=O)N3C)C2)cc1F (stereo not given)	-6.5	1.7	-1.3	-12.3	4.4	-1.8	3.0	-0.3
O=C(/C=C/c1nc2ccccc2o1)OCc1cc(F)cc2c1OC(c1ccccc1)OC2 (stereo not given)	-12.9	-126.1	-6.0	-33.3	-1.4	-15.9	7.6	0.3
Cc1cccc(N2CCN(S(=O)(=O)c3cc(-c4nnc(C)o4)co3)CC2)c1	8.7	9.7	0.8	-2.9	-3.3	0.7	-3.7	-8.9
CC[C@@H](C(=O)[C@@H](C)[C@@H](O)[C@H](C)CCc1ccc(C)c(O)c1C(=O)O)[C@@H]1O[C@](CC)([C@H]2CC[C@](O)(CC)[C@H](C)O2)C[C@@H]1C	13.1	59.6*	2.0	56.4*	60.3*	28.9	16.3	22.8
O=C(c1ccc(-n2cncn2)cc1)N(Cc1ccco1)C1CCCC1	5.2	8.4	5.2	8.1	-0.1	8.5	11.2	-4.2
Cc1nn(-c2cccc(F)c2)c2c1c(C)c(CCC(=O)NCc1ccccc1)c(=O)n2C	8.9	-0.9	-0.5	13.8	4.3	13.5	13.1	4.0
CC(C)Cc1nc2sc3c(NC4CCCCC4)ncnc3c2c2c1CCC2	-3.7	-8.5	-7.8	-8.1	-5.7	-8.2	-4.2	-5.4
CCOc1ccc(CCC(=O)N2CCC([C@@H]3C[C@H](C(F)F)n4nc(C)cc4N3)CC2)cc1	0.7	0.0	0.1	-26.8	2.5	-5.9	5.9	3.3
COc1ccc(CCNCc2cc3c(C)nn(-c4ccccc4)c3[nH]c2=O)cc1OC	12.0	7.8	1.5	21.6	3.6	11.6	-53.3	7.5
Cc1cc(=O)n2c(n1)NC(=NCc1ccccc1)NC2c1cccnc1 (stereo not given)	8.1	14.1	2.4	7.7	-0.9	11.6	14.4	-0.1
O=C(c1ccnnc1)N1CCO[C@@H]2CC(COc3ccccn3)C[C@H]21 (stereo not given in full)	-2.7	-4.3	-1.7	-9.3	0.4	-9.3	-56.4	0.6
Cc1ccc(-c2n[nH]n3c2nc(=O)c2ccc(C(=O)NCc4ccco4)cc23)cc1	0.0	-133.8	11.5	8.9	18.7	-4.1	2.0	5.9
COc1ccc(NC(=O)CS(=O)c2ccc(Cl)c(Cl)c2)cc1 (stereo not given)	12.9	46.9*	3.1	4.8	-0.9	11.2	8.0	-59.0
CNC(=O)[C@H]1C[C@@H]2CN(C(=O)NCc3cn(C)cn3)C(C)[C@H]1N2Cc1ccccc1 (stereo not given in full)	15.0	14.6	0.5	14.6	1.7	12.2	21.9	3.6
CCCCN(C)C(=O)c1cc2c(=O)n3cccc(C)c3nc2n1Cc1ccccc1	21.0	42.0*	6.2	62.5*	6.7	21.3	3.5	3.7
CCOC(=O)c1ccc(NC(=O)Cn2c(=O)n(-c3ccc(CC(=O)NCc4ccco4)cc3)c(=O)c3ccccc32)cc1	15.5	7.0	-0.4	21.0	33.3*	13.7	58.3*	8.8
CC1Oc2ccccc2N(CC(=O)Nc2cn[nH]c2)C1=O (stereo not given)	11.1	-1.6	0.2	-0.7	-2.4	5.1	-4.7	3.1
NC(=O)C1Cc2ccccc2N1C(=O)CCc1ccccc1 (stereo not given)	-9.9	-18.9	-2.7	-10.7	-2.1	-3.5	1.3	-3.4
CC(C)c1noc(CN2CCC3(CC2)CC3c2nnc(-c3cccc(F)c3)o2)n1 (stereo not given)	-15.4	-64.2	-3.1	-10.6	-6.9	-18.5	-11.8	-8.5
COc1ccc(C(=O)Nc2ccccc2Cc2ccccc2)c(OC)c1	17.9	26.7	4.5	23.1	11.0	18.9	19.1	7.0
Cc1cc(=O)n(CC(=O)Nc2ccc(F)c(F)c2)c(N2CCCCC2)n1	8.9	5.8	2.9	3.0	5.2	8.3	1.1	-62.0
CCN1C(=O)c2cccnc2Sc2cc(NC(=O)Cc3cccc(OC)c3)ccc21	-17.8	-69.5	-6.8	-4.8	-4.5	-21.6	-7.9	-6.9
O=[N+]([O-])c1cc(-c2nc(-c3cccnc3)no2)ccc1N1CCOCC1	-1.5	6.1	-1.2	1.0	-1.0	0.0	-127.2	-5.4
O=C(Nc1c(C(=O)Nc2ccc3c(c2)OCO3)oc2ccccc12)c1cc2ccccc2o1	12.2	-24.7	5.5	0.0	5.6	-5.6	78.8*	9.9
O=S(=O)(c1cccc(Cl)c1)N1CCN(c2cc(-c3ccncc3)[nH]n2)CC1	-7.7	9.0	-0.1	-18.1	0.0	-9.8	-73.4	1.2
COCCN1CCS(=O)(=O)c2c(Cl)c(F)nc(Oc3ccc(OC)cc3)c21	2.7	-6.8	-1.6	0.2	1.9	-9.6	5.1	-44.6
COc1ccc(CCNC(=O)COc2ncnc3oc(C)c(C)c23)cc1OC	7.3	-10.1	-4.8	-2.4	0.1	56.8*	0.5	2.2
O=C(c1ccc(F)cc1)N1CCCC1c1ccnc(Nc2cnccn2)n1 (stereo not given)	-2.0	-4.3	-1.4	2.6	0.4	1.1	4.8	1.3
CC(c1ccccc1)N1CCC(c2nc3ccccc3[nH]2)CC1 (stereo not given)	-5.5	-26.7	-2.4	-5.5	-5.3	-16.4	7.7	-2.3
Cc1ncccc1OC1CCC2CN(C(=O)C(C)C)CC21 (stereo not given)	16.0	17.3	0.4	12.7	0.4	9.6	14.4	2.3
O=C(CCC1CCCN(c2cc(NC3CC3)ncn2)C1)NC1CC1 (stereo not given)	1.4	-9.2	-1.2	0.0	-1.7	-2.2	-82.0	-25.8
Cc1nn(CC(=O)c2cc(C)n(-c3ccc4c(c3)OCO4)c2C)c(C)c1[N+](=O)[O-]	4.6	-15.7	5.2	17.3	7.4	22.5	58.8*	-2.4
CC1=C2[C@@H]([C@H](C)CC[C@H]2/C=C(\C)C(=O)O)[C@H](O)C1	14.3	26.3	2.1	19.6	2.6	9.4	-3.3	3.5
CC1CCc2onc(C(=O)N3CCN(c4ccccn4)CC3)c2C1 (stereo not given)	7.2	5.9	2.2	-1.3	-0.5	7.8	7.3	0.8
Brc1ccc(CN2CCN(C3CC4CCC3C4)CC2)cc1 (stereo not given)	2.8	-0.1	-2.8	-0.4	-1.7	-4.4	-0.7	0.0
O=C(c1ccco1)C1C2C(=O)N(c3cccc(C(F)(F)F)c3)C(=O)C2C2c3ccccc3C=CN12 (stereo not given)	-155.6	i	-77.0	-127.8	-2.6	-193.0	-72.5	-101.3
CC(C)NC(=O)N1CCCCCC1C1CCN(Cc2ccc(C(N)=O)cc2)CC1 (stereo not given)	-36.9	-166.4	-13.3	-55.5	-4.6	-61.0	-42.8	-14.5
COc1ccc(S(=O)(=O)c2cnc3ccc(OC)cc3c2N2CCC3(CC2)OCCO3)cc1	0.0	-0.7	1.9	0.0	-0.6	-4.6	-14.9	-1.7
CC1C(=O)Nc2ccc(-c3csc(N)n3)cc21 (stereo not given)	-11.3	-54.1	-5.0	-46.8	-3.5	-14.2	-243.4	-3.5
Cc1cc(-c2nnc(-c3ccccc3)o2)c(C)o1	8.0	-48.6	1.9	-1.0	0.1	6.7	21.2	-3.7
CSc1ccc(CN(C)Cc2nc(N)nc(Nc3ccccc3)n2)cc1	4.0	-25.2	3.5	-13.8	0.4	12.1	-12.2	-0.6
CCOc1ccccc1NC(=O)C(OC(=O)c1cc2ccccc2cc1O)c1ccccc1 (stereo not given)	9.6	-27.2	-1.9	15.3	-1.0	-3.5	14.2	4.6
Cc1ccc(C(=O)N2C[C@H]3NC(=O)c4ccccc4C(=O)[C@@]3(C)C2)cc1	0.0	11.1	-0.1	0.3	4.6	2.7	-2.5	0.4
O=C(Cn1c(=O)n(Cc2ccc3c(c2)OCO3)c(=O)c2ccccc21)Nc1ccc2c(c1)OCCO2	11.6	-4.7	0.0	0.0	13.2	11.7	-1.8	2.5
CS(=O)(=O)c1cnc(-c2ccncc2)nc1C1CCCN(C(=O)CCc2ccco2)C1 (stereo not given)	3.1	-4.5	-0.2	0.1	-1.2	2.9	3.4	0.0
COc1ccccc1-c1noc(CCCC(=O)Nc2cccc(F)c2)n1	-20.4	-29.0	-3.8	-17.0	0.0	-4.4	-2.4	-12.4

Among those listed so far, these have a Cl atom.
SMILES	OTUD3 inh	USP30 block	UCHL1 block	USP17 inh	USP10 block	USP28 block	USP8 inh	USP7 block
Cc1noc2nc(C)n(Cc3cccc(Cl)c3)c(=O)c12	-6.5	-6.3	0.4	-11.9	-0.8	6.0	-0.2	-7.1
OCC1CCN(Cc2ccc(N3CCN(Cc4c[nH]c5ccc(Cl)cc45)CC3)nc2)CC1	-13.2	-21.5	-0.5	-30.5	-5.3	-10.8	-88.7	-5.8
O=C(Nc1ccc(C(=O)N2CCCC2)cc1)c1cc(Cl)ccc1-n1cnnn1	10.1	14.6	1.8	27.3	-0.4	3.2	21.5	0.0
CC1CN(S(=O)(=O)c2cccc(Cl)c2)Cc2ccccc2N1C (stereo not given)	-2.5	0.7	-1.3	-8.9	6.2	-7.0	-2.9	4.8
COc1ccc(NC(=O)CS(=O)c2ccc(Cl)c(Cl)c2)cc1 (stereo not given)	12.9	46.9*	3.1	4.8	-0.9	11.2	8.0	-59.0
O=S(=O)(c1cccc(Cl)c1)N1CCN(c2cc(-c3ccncc3)[nH]n2)CC1	-7.7	9.0	-0.1	-18.1	0.0	-9.8	-73.4	1.2
COCCN1CCS(=O)(=O)c2c(Cl)c(F)nc(Oc3ccc(OC)cc3)c21	2.7	-6.8	-1.6	0.2	1.9	-9.6	5.1	-44.6

One compound at a time (already shown):
Shown for O=C(c1ccco1)C1C2C(=O)N(c3cccc(C(F)(F)F)c3)C(=O)C2C2c3ccccc3C=CN12 (stereo not given) → OTUD3 inh = -155.6; USP30 block = i; UCHL1 block = -77.0; USP17 inh = -127.8; USP10 block = -2.6; USP28 block = -193.0; USP8 inh = -72.5; USP7 block = -101.3
Shown for O=c1cc(-c2ccncc2)o[nH]1 → OTUD3 inh = 8.7; USP30 block = 1.2; UCHL1 block = 0.4; USP17 inh = -9.5; USP10 block = -4.0; USP28 block = -9.4; USP8 inh = -71.4; USP7 block = 5.0
